hIAP act: human IAP activation. P09923. purified human IAP, CDP-Star luminescence, 30 min; stronger effect = higher value; 1 = vehicle-only enzyme, 0 = enzyme-free background. activation factor at 10 µM. 0.16% of 330,000 active. AID 2524;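 active = activation factor of the enzyme at least 2-fold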; note: the source names both 10 and 20 µM as test concentration; values of inactives mirror those of a sister screen read the other way
Target sequence (P09923 whole entry, looked up): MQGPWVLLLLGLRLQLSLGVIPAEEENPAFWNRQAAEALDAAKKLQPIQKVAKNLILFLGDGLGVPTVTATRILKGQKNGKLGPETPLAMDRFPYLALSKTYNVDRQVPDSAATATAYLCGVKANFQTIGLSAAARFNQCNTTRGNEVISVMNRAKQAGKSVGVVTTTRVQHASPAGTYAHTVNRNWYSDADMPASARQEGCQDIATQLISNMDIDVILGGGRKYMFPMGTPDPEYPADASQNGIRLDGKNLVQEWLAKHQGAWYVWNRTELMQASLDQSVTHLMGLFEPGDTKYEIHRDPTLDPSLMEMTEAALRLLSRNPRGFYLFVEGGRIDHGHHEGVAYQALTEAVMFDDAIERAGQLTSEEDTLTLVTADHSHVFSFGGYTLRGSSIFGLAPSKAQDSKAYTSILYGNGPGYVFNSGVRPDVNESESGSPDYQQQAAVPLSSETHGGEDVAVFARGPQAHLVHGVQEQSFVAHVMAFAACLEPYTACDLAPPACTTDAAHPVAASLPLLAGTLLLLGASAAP
hIAP inh: human IAP inhibition. inhibition, % at 10 µM. AID 2544. purified IAP, CDP-Star luminescence, 30 min. 0.12% of 330,000 active;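 active = inhibition reaching a set limit with compound at 10 µM in the primary screen, cut at about 35% in these data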;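 note: plate controls were DMSO wells with enzyme for no effect and no-enzyme buffer wells for full effect; values of inactives mirror those of a sister screen read the other way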
mIAP block: mouse IAP inhibition; inhibition, % at 10 µM; AID 2806; 0.2% of 330,000 active; purified mouse IAP, CDP-Star luminescence, 30 min;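 active = inhibition of at least 40% at 10 µM in the primary screen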;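 note: plate controls were DMSO with enzyme for no effect and no enzyme wells for full effect; values of inactives mirror those of a sister screen read the other way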
TIM10 inh: growth inhibitors of TIM10 yeast strain; 1.4% of 330,000 active; AID 463195; inhibition, % at 10 µM; S. cerevisiae TIM10 strain growth, BacTiter-Glo luminescence, 24 h;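 active = inhibition of 40% or more at the single tested concentration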;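 note: wild-type TIM10 isogenic control strain grown at permissive 25 °C; 0% = DMSO yeast wells and 100% = minimal medium wells without yeast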
ATG4B inh: ATG4B (human) cysteine protease inhibition | 0.51% of 340,000 active | inhibition, % at 8.33 µM | AID 504462 | Q9Y4P1 | ATG4B cleavage of LC3-PLA2, NBD-HPC fluorescence, 1 h; in the data active = inhibition above about 40%
Target sequence (Q9Y4P1 whole entry, looked up): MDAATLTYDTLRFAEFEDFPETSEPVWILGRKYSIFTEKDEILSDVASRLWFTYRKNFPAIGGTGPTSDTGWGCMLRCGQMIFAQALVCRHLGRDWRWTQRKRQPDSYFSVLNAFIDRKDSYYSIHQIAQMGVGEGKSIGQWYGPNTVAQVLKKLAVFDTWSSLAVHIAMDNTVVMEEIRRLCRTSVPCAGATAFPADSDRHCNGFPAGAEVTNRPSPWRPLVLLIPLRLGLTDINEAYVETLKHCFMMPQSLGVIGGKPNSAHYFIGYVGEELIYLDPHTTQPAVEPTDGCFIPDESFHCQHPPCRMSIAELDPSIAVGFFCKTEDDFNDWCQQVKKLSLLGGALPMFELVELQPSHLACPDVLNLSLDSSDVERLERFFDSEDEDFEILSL
tim10-1 inh: growth inhibitors of tim10-1 mutant yeast | S. cerevisiae tim10-1 ts strain growth, BacTiter-Glo, 24 h | 2.2% of 330,000 active | inhibition, % at 20 µM | AID 463190;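 active = inhibition of at least 40%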;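 note: mutant grown at 25 °C; 0% = DMSO wells with yeast and 100% = wells holding no yeast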
Apaf1 inhib: blocks human Apaf-1 apoptosome activity; O14727; reconstituted apoptosome caspase-3 activity, DEVD-Rh110 fluorescence; inhibition, % at 20 µM; 0.71% of 330,000 active; AID 489030; active = inhibition of at least 40% at 20 µM;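 note: plate controls were DMSO wells for no effect and DEVD-CHO caspase inhibitor wells for full effect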
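Medium: Hepes buffer, pH 7.5 / System: biochemical Apaf-1 apoptosome reconstitution / Measured by: Rh110 fluorescence, excitation 480 nm, emission 540 nm / Times: compound with Apaf-1, dATP, procaspase-3 30 min, then 50 min reaction, room temperature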
NLRP3 yeast inh: blocks the NALP3 inflammasome reconstituted in yeast. Yeast reconstituted NLRP3/ASC/caspase-1, beta-gal luminescence, 24 h. inhibition, % at 10 µM. 0.39% of 330,000 active. AID 2825;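 active = inhibition of 50% or more; inactive = inhibition below 50%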;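 note: plate controls were induced DMSO wells for no effect and uninduced yeast grown without galactose for full effect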
mIAP activ: increases mouse intestinal alkaline phosphatase activity; muIAP, CDP-Star luminescence, 30 min; stronger effect = higher value; 1 = vehicle-only enzyme signal, 0 = enzyme-free wells; activation factor at 10 µM; 0.24% of 330,000 active; AID 2805;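 active = activation factor of at least 2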; note: the source names both 10 and 20 µM as test concentration; values of inactives mirror those of a sister screen read the other way
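System: mouse IAP enzyme. Reagent: CDP-Star chemiluminescent phosphatase substrate. Benchmarks: DMSO wells, no-enzyme wells. Times: 30 min enzyme-substrate-compound incubation at room temperature. Detection: luminescence from enzymatic CDP-Star hydrolysis. Doses: test compounds delivered from DMSO solution.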
Numbers without * were called inactive.

SMILES | hIAP act | hIAP inh | mIAP block | TIM10 inh | ATG4B inh | tim10-1 inh | Apaf1 inhib | NLRP3 yeast inh | mIAP activ
O=C(NCCO)C(=O)NCC1OCCCN1S(=O)(=O)c1cccs1 (centres undefined) | 0.79 | 21 | -3 | -6 | 33 | 6 | -3 | -2 | 1
COc1ccc(/C=C/C(=O)Nc2ccc(-n3nncc3-c3ccc(OC)c(OC)c3)cc2)cc1OC | 1 | -1 | 2 | 15 | -25 | 2 | 17 | 25 | 0.98
CCOc1c([N+](=O)[O-])cc2c(C)c(C(=O)N3CCN(C)CC3)oc2c1OCC | 1 | -2 | 9 | 11 | -8 | 9 | 0 | 6 | 0.91
COc1ccc(N(C(=O)c2ccco2)C(C(=O)NC2CCCC2)c2ccccc2)cc1 (centres undefined) | 1 | -4 | 5 | 14 | -1 | 0 | 9 | 8 | 0.95
CCc1ccc(NC(=O)N2CCN(c3ccccc3)CC2)cc1 | 1 | -2 | 0 | 17 | -5 | -10 | 17 | 33 | 0.99
Cc1cc(NC(=O)CSc2nc3c(c(=O)n2Cc2ccccc2)SC(C)C3)no1 (centres undefined) | 0.92 | 8 | 5 | -10 | -12 | -27 | 9 | -2 | 0.95
S=C(NCc1ccco1)Nc1cccc(Cl)c1 | 0.96 | 4 | -32 | 16 | 7 | 36 | 4 | -2 | 1.3
CS(=O)(=O)N1CCN(C(=O)Cc2ccc([N+](=O)[O-])cc2)CC1 | 1.1 | -8 | 4 | 9 | 4 | 16 | 6 | 1 | 0.96
COc1ccccc1-c1noc(-c2cccnc2)n1 | 0.9 | 10 | 4 | 14 | -5 | 7 | 1 | 5 | 0.96
Cc1ccccc1NC(=O)N1CCCC(c2nc(-c3ccc(C(C)C)cc3)no2)C1 (centres undefined) | 0.9 | 10 | 0 | 29 | 13 | 36 | 14 | -30 | 1
CCCC(=O)N(c1ccc2oc(C)c(C(C)=O)c2c1)S(=O)(=O)c1ccc(C(=O)O)cc1 | 0.94 | 6 | -1 | 10 | -9 | 11 | 5 | 11 | 1
CCc1ccc(C2CC(c3ccc(C)cc3)Nc3nc(N)nn32)cc1 (centres undefined) | 1.1 | -9 | 1 | 9 | 4 | 13 | 11 | 30 | 0.99
CCOC(=O)CC1C(C(=O)OCC)ON2OC(C(=O)OC)C(C(=O)OCC)C12 (centres undefined) | 1 | -4 | 4 | 16 | 0 | 18 | 6 | 5 | 0.96
CCOC(=O)C(=O)N/N=C/c1ccco1 | 1 | -2 | 5 | 8 | 12 | -1 | -13 | 12 | 0.95
CC(=O)c1cccc(NC(=O)c2ccc(C)o2)c1 | 1.1 | -10 | -1 | 13 | -13 | 2 | -7 | 31 | 1
Cc1ccc(NC(=O)NNC(=O)C2CC(c3cccs3)=NO2)cc1 (centres undefined) | 1.2 | -23 | 8 | 4 | -7 | 9 | -3 | -6 | 0.92
C[C@@H]1NC(=O)[C@H](CCC(=O)O)NC(=O)c2cc([N+](=O)[O-])cc(F)c2NCCC[C@@H](C(N)=O)NC1=O | 0.89 | 11 | -5 | 20 | -8 | -7 | -4 | 3 | 1.1
CCN(CCCNC(=O)CCn1c(=O)[nH]c2ccccc2c1=O)c1cccc(C)c1 | 0.96 | 4 | 5 | 5 | -9 | 7 | 6 | 18 | 0.95
CCOC(=O)c1c(C)oc2ccc(OC(=O)N3CCOCC3)cc12 | 0.93 | 7 | -2 | -1 | -2 | 12 | -16 | -20 | 1
CCCC(=O)Nn1cnc2c(c1=O)C1(CCCCC1)Cc1ccccc1-2 | 0.97 | 3 | 0 | 52* | -16 | 41* | 6 | -7 | 1
CCOC(=O)c1c(C)n(OCc2ccccc2)c2ccc3c(no[n+]3[O-])c12 | 1 | 0 | 7 | -2 | 5 | 19 | 19 | 6 | 0.93
CCN1C(=O)[C@@H]2C(C(=O)c3cnccn3)=NN[C@@H]2C1=O | 1.1 | -8 | -7 | -6 | 9 | -13 | 9 | 12 | 1.1
O=C(COC(=O)c1ccc2ncsc2c1)Nc1ccc(Cl)cc1 | 1 | -4 | 2 | -3 | 3 | -35 | 16 | 36 | 0.98
C=CCNC(=O)/C(C#N)=C/c1cc(Br)ccc1OC | 0.89 | 11 | 1 | 83* | -1 | 78* | -2 | 27 | 0.99
O=c1c2ccccc2nnn1CSc1nc2cc(Cl)ccc2c(=O)n1Cc1ccco1 | 1.1 | -9 | 10 | 8 | -12 | 6 | -2 | 13 | 0.9

Shown tab-delimited: entries from further up
SMILES	hIAP act	hIAP inh	mIAP block	TIM10 inh	ATG4B inh	tim10-1 inh	Apaf1 inhib	NLRP3 yeast inh	mIAP activ
CCOC(=O)c1c(C)n(OCc2ccccc2)c2ccc3c(no[n+]3[O-])c12	1	0	7	-2	5	19	19	6	0.93
CCN1C(=O)[C@@H]2C(C(=O)c3cnccn3)=NN[C@@H]2C1=O	1.1	-8	-7	-6	9	-13	9	12	1.1
O=C(COC(=O)c1ccc2ncsc2c1)Nc1ccc(Cl)cc1	1	-4	2	-3	3	-35	16	36	0.98
C=CCNC(=O)/C(C#N)=C/c1cc(Br)ccc1OC	0.89	11	1	83*	-1	78*	-2	27	0.99

The listing continues.
SMILES | hIAP act | hIAP inh | mIAP block | TIM10 inh | ATG4B inh | tim10-1 inh | Apaf1 inhib | NLRP3 yeast inh | mIAP activ
Cc1ccc(S(=O)(=O)NN2C(=O)c3ccccc3NC2c2ccco2)cc1 (centres undefined) | 0.93 | 7 | 6 | -1 | 12 | 3 | 4 | -2 | 0.94
COc1ccc(CCNC(=O)CC2Nc3ccccc3NC2=O)cc1 (centres undefined) | 1 | -2 | 4 | 15 | -6 | 18 | 13 | -6 | 0.96
O=C(NNc1ccc([N+](=O)[O-])cc1)c1ccccc1Cl | 0.75 | 25 | 13 | 3 | -3 | -37 | 2 | 22 | 0.87
Cc1ccccc1C(=O)NCC(=O)NNC(=O)c1cccc(Cl)c1 | 0.88 | 12 | -3 | -4 | 1 | -1 | -5 | 18 | 1
CCOc1ccccc1NC(=O)CN1C(=O)C(=O)N(Cc2ccco2)C1=O | 0.82 | 18 | 3 | -4 | -4 | 11 | -5 | -1 | 0.97
CCSc1nnnn1-c1ccccc1 | 0.98 | 2 | 6 | -2 | -13 | -15 | -9 | -3 | 0.94
CSc1nc2sccc2c(=O)[nH]1 | 0.96 | 4 | -2 | 5 | 1 | -3 | 0 | -63 | 1
CCCN(CCC)CCCNC(=O)Cn1cnc2sc(C)c(S(=O)(=O)N3CCCCC3)c2c1=O | 0.99 | 1 | 6 | -3 | -8 | -8 | -1 | 13 | 0.94
COc1ccc(CNCc2cccc3ccccc23)cc1 | 1.3 | -35 | 0 | -12 | 1 | 0 | 3 | 18 | 1
CS(=O)(=O)N(CC(=O)NCCSc1ccccn1)c1cccc2ccccc12 | 1.1 | -11 | -1 | -16 | -3 | 18 | -7 | 7 | 1
Cc1cc(C)c2nc(-c3ccccn3)cc(C(=O)NCCc3ccc(S(N)(=O)=O)cc3)c2c1 | 1.1 | -14 | 4 | -9 | -9 | 3 | -10 | 19 | 0.96
Cc1ccc(Cl)cc1C1=CC(=O)C[C@H](c2ccc(F)cc2)C1 | 0.97 | 3 | 3 | -8 | -10 | 12 | 4 | 5 | 0.97
CC(O)(CS(=O)(=O)Cc1ccccc1)c1ccc(Cl)cc1 (centres undefined) | 1.1 | -7 | -6 | 0 | -1 | 9 | 1 | 14 | 1.1
Cn1c(=O)cc(SCC(=O)NCCN2CCN(c3ccccc3F)CC2)c2cc(Cl)ccc21 | 1 | -4 | 20 | 17 | -4 | 22 | 17 | 11 | 0.8
Clc1cccc(NCc2nnc(SCc3ccc(Cl)cc3Cl)o2)c1 | 0.96 | 4 | -3 | -9 | 9 | 12 | 19 | 10 | 1
O=C(NCc1ccccc1)c1cc(-c2cccc(O)c2)on1 | 0.78 | 22 | 1 | -34 | -3 | -30 | 7 | 22 | 0.99
COc1ccccc1NC(=O)CSc1ccc2nnc(-c3ccc(C)cc3)n2n1 | 0.92 | 8 | -6 | 9 | 6 | 21 | 3 | 0 | 1.1
COc1ccc(Br)cc1CNc1ccc(N2CCOCC2)cc1 | 0.9 | 10 | 9 | 5 | 6 | 0 | 10 | 27 | 0.91
O=C(CCc1nnc2ccc(NCc3ccccc3)nn12)NC1CCCC1 | 1 | -2 | 13 | 2 | -4 | 17 | -1 | 8 | 0.87
Cc1ccc(-c2cc(NC(=O)CCl)n(-c3ccccc3)n2)cc1 | 1.1 | -7 | 1 | 14 | -8 | 25 | 2 | 54* | 0.99
CCOC(=O)[C@H]1[C@H]2COc3ccc(Cl)cc3[C@H]2N2C(=O)CNC(=O)[C@@]12C | 0.96 | 4 | -3 | -3 | -7 | -22 | 5 | 13 | 1
CCOC(=O)c1sc(N(Cc2ccccc2)C(=O)COC(=O)c2ccccc2O)nc1C | 1 | -4 | 1 | 16 | 3 | 16 | -4 | 23 | 0.99
COc1ccc(N(CC(=O)N2CCCCC2)S(=O)(=O)c2c(C)nn(C)c2C)cc1 | 1.1 | -8 | -5 | -6 | -12 | 21 | 10 | 14 | 1
COc1ccc2c(C)c(CC(=O)N3CCN(C(=O)C4COc5ccccc5O4)CC3)c(=O)oc2c1C (centres undefined) | 0.97 | 3 | 2 | 13 | -9 | 19 | 20 | 3 | 0.98
COc1ccc([C@@H]2CC=C(C(=O)O)[C@H](c3ccc(F)cc3)N2S(=O)(=O)c2ccc(C)cc2)cc1OC | 1.1 | -11 | 2 | 11 | -3 | 16 | 1 | 1 | 0.98

Next section:
SMILES | hIAP act | hIAP inh | mIAP block | TIM10 inh | ATG4B inh | tim10-1 inh | Apaf1 inhib | NLRP3 yeast inh | mIAP activ
O=C(Nc1ccc2c(c1)OCO2)C1CC(=O)N(c2ccccc2)C1 (centres undefined) | 1.2 | -21 | -2 | -15 | -10 | -8 | 4 | 3 | 1
CN(C)S(=O)(=O)c1ccc(C(=O)Nc2cc(=O)n(C)c(=O)n2C)cc1 | 0.98 | 2 | -20 | 6 | 8 | 18 | 7 | 8 | 1.2
Cc1ccc(C(=O)N2CC3(C(C)C)CN(C(=O)c4ccc(C)cc4)CC(C(C)C)(C2)C3=O)cc1 | 0.98 | 2 | 2 | 44* | -9 | 38 | 13 | 8 | 0.98
N#Cc1ccsc1NC(=O)C1CCN(S(=O)(=O)c2cccs2)CC1 | 1.2 | -15 | 11 | 0 | 0 | 1 | -5 | 7 | 0.89
Cc1c(Cl)cccc1NC(=S)N(CCN(C)C)C(C)c1ccco1 (centres undefined) | 1.1 | -7 | 10 | -8 | 11 | 10 | -16 | 9 | 0.9
COc1ccc(C(=O)Nc2ccncc2)cc1OC | 1.1 | -11 | -5 | -13 | -3 | -10 | -5 | 2 | 1.1
COc1ccc(C)cc1S(=O)(=O)N1CCN(C(=O)c2ncoc2-c2cccc(C)c2)CC1 | 0.81 | 19 | 10 | 22 | -9 | 16 | -5 | 6 | 0.9
COc1ccccc1-c1coc2c(CN(C)C)c(O)ccc2c1=O | 1.1 | -6 | -5 | -12 | 7 | -10 | -3 | 4 | 1
O=S(=O)(Cc1ccccc1)NCCc1cccc(Cl)c1 | 1 | -4 | -1 | -1 | 0 | 24 | 7 | 24 | 1
N#CCC(=O)Nc1ccc(C(=O)OCC(=O)c2ccc3c(c2)OCCO3)cc1 | 1.1 | -7 | -9 | -8 | -6 | 26 | -4 | -16 | 1.1
CCOC(=O)CSc1nc2cc(C(=O)N3CCC(C(N)=O)CC3)ccc2c(=O)n1-c1ccccc1 | 0.79 | 21 | 2 | 10 | -4 | 0 | -8 | 3 | 0.98

Bioassay records deposited in PubChem by Sanford-Burnham Center for Chemical Genomics.
